# Assay outcomes deposited in PubChem by several laboratories.
# MsrA inh: inhibits bovine methionine sulfoxide reductase A. purified bovine MsrA, absorbance read-out. inhibition, % at 15.5 µM. AID 651718. actives 0.75% (n = 360,000); in the data active means inhibition above about 4.5%;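 further: 0% = vehicle wells with enzyme and 100% = reference inhibitor wells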
# NRP1-CendR mod: NRP-1/CendR interaction modulation; O14786; actives 0.85% (n = 360,000); inhibition, % at 25 µM; AID 602438; FAM-RPARPAR peptide binding to NRP-1, fluorescence polarization;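 active means inhibition or corrected inhibition above about 18%, plus a signal ratio from 0.5 to 1.5, limit read from the data, passing the limit was not always enough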; further: strong numbers were not always called active
# FAS TE block: blocks the thioesterase domain of human fatty acid synthase. P49327. recombinant FAS-TE, OMFH fluorogenic substrate, fluorescence endpoint. inhibition, % at 15 µM. actives 0.67% (n = 360,000). AID 602261;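 active means compounds whose normalised, plate-corrected inhibition of enzyme fluorescence in the single-dose primary screen is 50% or more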;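 further: 0% = DMSO with enzyme and 100% = substrate without enzyme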
# bovine MsrA act: bovine methionine sulfoxide reductase A activation; activation, % at 10.6 µM; actives 0.3% (n = 360,000); AID 602163; purified bovine MsrA, absorbance read-out; in the data active means activation above about 7.5%;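 further: 0% = vehicle and 100% = reference activator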
# SKN-1 inh: inhibitors of C. elegans SKN-1; C. elegans VP596 Pgst-4::GFP/RFP ratio, acrylamide-induced, 24 h; inhibition, % at 21.8 µM; actives 0.49% (n = 360,000);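 active means interference check ratio from 0.5 to 1.5 plus GFP to RFP signal ratio inhibition reaching or exceeding a fixed threshold, cut at about 30% in these data, passing the limit was not always enough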; further: some compounds called inactive have numbers as strong as hits
# Neddyl block: blocks human cullin neddylation; P61081+Q13564; TR-FRET cullin neddylation, biochemical; calls only at 25 µM; actives 0.58% (n = 360,000); in the data active means inhibition above about 36%
# Rin1-Abl PPI inh: human Rin1-Abl interaction inhibition; TR-FRET Rin1/Abl binding, biochemical; inhibition, % at 7.35 µM; actives 0.4% (n = 360,000); AID 588664; in the data active means inhibition above about 5%, passing the limit was not always enough
# eLon inh: inhibits E. coli Lon protease. P0A9M0. purified E. coli Lon protease, fluorescence polarization. inhibition, % at 7.94 µM. actives 0.42% (n = 360,000); in the data active means inhibition above about 13%, passing the limit was not always enough;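 further: 0% = enzyme with probe and DMSO and 100% = no enzyme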
# Target sequence (P0A9M0 whole entry, looked up): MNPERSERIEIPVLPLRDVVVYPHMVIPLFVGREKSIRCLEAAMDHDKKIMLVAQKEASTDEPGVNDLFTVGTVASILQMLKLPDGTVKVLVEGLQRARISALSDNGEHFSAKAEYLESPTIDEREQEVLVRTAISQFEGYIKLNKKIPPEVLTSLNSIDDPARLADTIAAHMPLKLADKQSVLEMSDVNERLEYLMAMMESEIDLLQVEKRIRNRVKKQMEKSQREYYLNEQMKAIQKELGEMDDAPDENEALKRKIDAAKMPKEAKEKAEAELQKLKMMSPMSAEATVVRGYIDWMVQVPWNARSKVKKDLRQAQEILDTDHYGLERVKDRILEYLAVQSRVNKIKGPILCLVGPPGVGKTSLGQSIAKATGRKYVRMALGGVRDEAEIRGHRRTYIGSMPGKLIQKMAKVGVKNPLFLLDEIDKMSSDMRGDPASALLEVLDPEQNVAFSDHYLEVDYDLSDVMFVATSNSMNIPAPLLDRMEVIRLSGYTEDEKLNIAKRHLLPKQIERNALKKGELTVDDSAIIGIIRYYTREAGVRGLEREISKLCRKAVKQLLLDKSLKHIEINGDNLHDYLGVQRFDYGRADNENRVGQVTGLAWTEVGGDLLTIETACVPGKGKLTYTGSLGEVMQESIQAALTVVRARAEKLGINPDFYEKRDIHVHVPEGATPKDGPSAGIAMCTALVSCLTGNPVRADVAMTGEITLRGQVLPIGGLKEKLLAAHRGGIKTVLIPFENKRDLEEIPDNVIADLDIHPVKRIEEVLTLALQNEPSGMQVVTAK
# MT1-MMP act inh: MT1-MMP (human) activation inhibition; P50281; HT1080 RFP-PRO-GFP cells, GFP/RFP ratio fluorescence, overnight; percent of plate control window, DMSO zero; GFP/RFP ratio change, % at 20 µM; actives 0.061% (n = 360,000); AID 651647;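 active means GFP/RFP ratio change of at least 30% with cell ATP level not reduced by more than half and red fluorescence within 50% of control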; further: strong numbers were not always called active
#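 Test system: HT1080 cells expressing an RFP-PRO-GFP fluorescent reporter construct / Compound dosing: single-point 20 µM compound, 1% DMSO / Schedule: cells overnight before dosing, compound overnight, 37 °C, 5% CO2 / Evaluation: GFP/RFP fluorescence ratio / Control set: DMSO and RFP-L50D-GFP cell wells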
# Numbers without * were called inactive; i = inactive; . = no result given; + = active, no number.
SMILES,MsrA inh,NRP1-CendR mod,FAS TE block,bovine MsrA act,SKN-1 inh,Neddyl block,Rin1-Abl PPI inh,eLon inh,MT1-MMP act inh
CCN=C(Nc1ccc2c(c1)OCO2)SC1CC(=O)N(c2ccc(OC)cc2)C1=O (centres undefined),-0.2,-10,8,-12,-16,i,4,-3,4
CCc1cc2ccc(C)cc2nc1SCC(=O)Nc1cc(C)on1,0.5,8,-5,-1,-8,i,3,1,-3
CCOC(=O)CN1C(=O)N[C@@H](c2cccs2)C(C(=O)OC)=C1C,-0.3,19,-4,-5,-7,i,0,1,-4
O=C(NCC1CC1)c1cccc2c(-c3ccc(F)c(F)c3)coc12,0.8,8,17,-1,21,i,-2,-21,0
Cc1cc(N)nc(=O)n1C1CC(O)C(CO)O1 (centres undefined),0.9,-11,-4,0,-1,i,1,-9,0
O=C(NCCN1CCN(c2cccc(Cl)c2)CC1)Nc1ccccc1,-0.4,2,-2,-1,-17,i,3,-6,5
O=C1Nc2ccccc2-c2nnnn2C1N1CCC(Cc2ccccc2)CC1 (centres undefined),-0.5,16,.,.,2,i,.,.,2
O=C(CNC(=O)c1ccc(Br)o1)NCC1COc2ccccc2O1 (centres undefined),-0.2,3,-2,-7,-6,i,4,1,-1
CCCNC(=O)c1cc(C2CCCCN2C(=O)c2cc(F)ccc2C)on1 (centres undefined),1.9,-5,-3,-4,-2,i,-3,-4,-2
O=C(Nc1cccc(F)c1)C1CCN(C(=O)c2ccco2)CC1,0.2,1,-4,-3,11,i,1,0,5
N#Cc1c(SCC(=O)O)nc(N2CCOCC2)c2c1CCCC2,1.9,4,-5,-5,-9,i,-8,-5,-1
Cc1ccc(C(C)C)c(OCc2nn(CC(=O)c3ccc(OC(F)F)cc3)c3[n+]2CCCCC3)c1,.,1,0,0,-1,i,0,5,-127
C/C(=N\NC(=O)CN1CCN(c2ccc(F)cc2)CC1)c1ccco1,-0.2,10,-4,2,-2,i,1,-3,-2
N[C@@H](Cc1ccccc1)c1nnc(SCc2ccccc2Cl)o1,0.5,-13,-10,2,25,i,2,2,3
Cn1c(SCC(N)=O)nnc1C1CCN(C(=O)NC2CCCCC2)CC1,-1.2,-8,-2,-2,13,i,2,-4,5
CSC(=Nc1ccccc1)Nc1ccccc1,-0.5,1,0,-3,17,i,-2,5,1
Cc1cc(C)c(NS(=O)(=O)c2ccccc2)c(C)c1NS(=O)(=O)c1ccccc1,0.5,8,4,-3,5,i,6,2,0
CC(=O)c1ccc(C(=O)N2CCCC(Nc3ccccc3)C2)s1 (centres undefined),-1.6,5,-7,0,3,i,2,-7,-2
Cc1nc2nc(C)c(CCC(=O)N3CCN(c4ccccn4)CC3)c(C)n2n1,-0.7,-8,-7,-3,-2,i,-4,3,12
O=C(COC(=O)C1(c2ccc(F)cc2)CCCC1)NCc1ccco1,-0.4,-16,10,-3,-7,i,-3,9,-1
CSc1ccc(C(=O)NCC(=O)O)cc1[N+](=O)[O-],1.4,-6,-3,-3,2,i,-6,5,3
CS(=O)(=O)c1ccc(Cl)c(NC(=O)C2CC(=O)N(Cc3ccco3)C2)c1 (centres undefined),-0.8,-8,-1,-2,2,i,-1,5,-8
CCn1c(N2CCN(S(=O)(=O)CC)CC2)nc2ccccc21,1.6,8,-8,0,-6,i,-2,-4,-2
Cc1cc(O)c(/C=N/Nc2ccccc2Cl)c(=O)o1,1.7,-10,-8,-2,-20,i,-3,-8,-8
CCOC(=O)CSc1nc(N)c(C#N)cc1C#N,3.2,-9,6,-2,-27,i,2,-7,0

# Five entries from above, as tab-separated lines:
SMILES	MsrA inh	NRP1-CendR mod	FAS TE block	bovine MsrA act	SKN-1 inh	Neddyl block	Rin1-Abl PPI inh	eLon inh	MT1-MMP act inh
O=C(NCC1CC1)c1cccc2c(-c3ccc(F)c(F)c3)coc12	0.8	8	17	-1	21	i	-2	-21	0
CCOC(=O)CN1C(=O)N[C@@H](c2cccs2)C(C(=O)OC)=C1C	-0.3	19	-4	-5	-7	i	0	1	-4
CS(=O)(=O)c1ccc(Cl)c(NC(=O)C2CC(=O)N(Cc3ccco3)C2)c1 (centres undefined)	-0.8	-8	-1	-2	2	i	-1	5	-8
CC(=O)c1ccc(C(=O)N2CCCC(Nc3ccccc3)C2)s1 (centres undefined)	-1.6	5	-7	0	3	i	2	-7	-2
Cc1cc(C)c(NS(=O)(=O)c2ccccc2)c(C)c1NS(=O)(=O)c1ccccc1	0.5	8	4	-3	5	i	6	2	0

# Next part.
SMILES,MsrA inh,NRP1-CendR mod,FAS TE block,bovine MsrA act,SKN-1 inh,Neddyl block,Rin1-Abl PPI inh,eLon inh,MT1-MMP act inh
N#CCCn1cc(C(=O)O)c(-c2ccc3ccccc3c2)n1,-0.7,10,-4,-5,2,i,0,-10,-3
COc1cc(/C=C(\C#N)C(=O)NC2CCCCC2)ccc1OCc1ccc(C(=O)O)cc1,3.8,4,4,-6,-1,i,5,2,-4
NC(=O)c1nsc(C(=O)N(c2ccccc2)C(C(=O)NCC2CCCO2)c2cccs2)c1N (centres undefined),0.6,3,0,-1,13,+,-1,4,1
NC(=O)CSc1nnnn1-c1ccccc1Cl,1.3,-10,6,7,1,i,1,-3,0
Cc1cc(C(=O)NCc2ccc3c(c2)OCO3)ccc1[N+](=O)[O-],-0.2,3,39,-3,1,i,1,-4,3
COc1ccc(C(=O)NC(=S)NCCc2ccccc2)cc1,0.2,8,41,-3,-6,i,4,2,8
Cc1noc(C)c1COc1ccc(CC(=O)NCCc2ccccn2)cc1,-1.8,13,-2,-1,22,i,3,-2,-3
COc1ccccc1N1CCN(C(=O)c2cccc3c(=O)c(C)c(-c4ccccc4)oc23)CC1,1.8,-6,11,-2,-3,i,-3,-3,-1
Cc1ccc(NC(=O)C2CCN(S(=O)(=O)c3c(C)noc3/C=C/N(C)C)CC2)cc1,-0.2,-8,5,-4,8,i,3,-49,0
COc1ccc(-c2cc(=O)c(C(=O)c3ccc(C)cc3)n[nH]2)cc1,1.1,5,-5,-1,9,i,-1,-8,3
CC(C)Cc1nnc(NC(=O)CCC(=O)N2CCCCC2)s1,-0.3,18*,-7,-2,-3,i,2,-11,-2
CCCN1C(=O)/C(=C\c2nc3ccccc3c(=O)[nH]2)c2ccccc21,-0.3,-14,0,-4,-6,i,0,-9,-5
CCc1c(C(C)S(=O)(=O)c2ccc(C)cc2)[nH]c(=O)n1-c1ccc(C)cc1 (centres undefined),1.4,7,-3,-5,0,i,2,63*,5
COc1ccc(NC(=O)Nc2ccc(C(=O)N3CCOCC3)cc2)cc1OC,-0.5,5,-3,-1,27,i,0,8,3
Cc1ccc(N(C(=O)CNC(=O)c2ccco2)C(C(=O)NC2CCCC2)c2cccnc2)cc1C (centres undefined),0.1,12,3,1,2,i,-3,4,-3
O=C(NCc1cn2ccsc2n1)Nc1ccc(Cl)cc1,-0.2,-6,-3,-1,3,i,0,1,24
O=C(CNc1ccccc1)N/N=C/c1c(O)ccc2ccccc12,1.3,-20,17,0,15,i,0,-77,-2
O=C(C[C@@H]1C/C=C\CC[C@@H](Cc2ccc(F)cc2)C(=O)OC[C@@H](Cc2ccccc2)NC1=O)NCCO,-0.4,4,-5,0,-3,i,3,0,-2
S=C(NCc1cccnc1)Nc1ccc(Cl)cc1Cl,0.3,-5,-4,-4,3,i,-1,-3,2
CCCn1c(N)c(C(=O)CSc2nnc3ccccn23)c(=O)n(C)c1=O,1.8,1,-6,-3,11,i,1,-6,-1
O=C(Nc1ccccc1N1CCOCC1)c1cccc(NS(=O)(=O)c2ccc(F)c(F)c2)c1,-0.3,0,13,4,-6,i,2,-3,-4
O=C(N/N=C/c1ccncc1)c1ccncc1,-0.2,4,-9,-5,13,i,2,2,-3
CC(=O)c1cccc(S(=O)(=O)N2CCCC(c3nc(-c4ccc(C)o4)no3)C2)c1 (centres undefined),0.4,0,9,-9,20,i,2,-15,-9
COC(=O)c1ccc(C)cc1,-0.4,6,-4,-1,21,i,1,-6,-1
CCOC(=O)CCCn1nc(C)n2c(cc3sccc32)c1=O,0.3,-3,-4,0,-7,i,-3,8,0
# (next part)
SMILES,MsrA inh,NRP1-CendR mod,FAS TE block,bovine MsrA act,SKN-1 inh,Neddyl block,Rin1-Abl PPI inh,eLon inh,MT1-MMP act inh
CC(=O)NC(CC(=O)Nc1ccc(S(=O)(=O)N2CCOCC2)cc1)c1ccccc1 (centres undefined),-0.5,9,-9,-2,0,i,4,-6,1
CCN1C[C@@H]2[C@@H]3C(=O)N(Cc4ccccc4)C(=O)[C@@H]3[C@](CC)(C(=O)OC)N2C1=NC,-0.3,16,-11,-2,-5,i,-3,-3,3
CN1CCN(CCNC(=O)Nc2ccc(Cl)cc2)CC1,0.6,-3,-5,0,0,i,0,-4,-1
C/C(N)=C(/C#N)C(=O)CSc1nc2ccccc2c(=O)n1Cc1ccc(C)cc1,2.2,2,16,-6,0,i,-50,-4,-4
COC(=O)C1=C(C)NC2=C(C(=O)CC(C)(C)C2)C1c1ccsc1 (centres undefined),0.9,17,-7,-5,-16,.,-1,-8,0
COc1ccccc1C(=O)NC(=O)CSc1nnc(N)s1,2.2,-4,-8,-2,7,i,0,-12,-1
C[C@@H]1O[C@H](C2CCCC2)CC2=C1C(=O)OC(C)(C)O2,-1.5,2,-4,-3,12,i,.,-6,2
Cc1ccc(S(=O)(=O)NC(=O)C2(C)CCN2C(=O)CCc2ccc(Cl)cc2Cl)nc1 (centres undefined),-1.0,-8,-8,-4,-10,i,3,-7,3
Cc1ccc(NC(=O)CCC(=O)N/N=C/c2coc3ccc(F)cc3c2=O)cc1,0.5,-7,-5,-4,2,i,-1,1,-9
N#Cc1ccc(CSc2nc(N)cc(N)n2)cc1,0.3,-3,-4,-2,3,i,2,0,0
CC(C)Oc1ccc(C(=O)Nc2ccccc2N2CCCC2)cc1,-0.8,-20,2,-2,12,i,-1,-5,9
OCCN=C1CCCc2c1[nH]c1ccc(Br)cc21,0.3,-20,-4,-1,1,i,-1,2,-7
O=C(Nc1cccc2ccccc12)c1cn(-c2ccccc2)nc1-c1cccs1,.,0,32,-8,15,i,2,5,-6
Cc1cccc(C(=O)Nc2cc(OCc3cccc(F)c3)c(Cl)cc2Cl)c1,-0.2,-9,22,-3,-2,i,-9,-8,-4
CC(C)Nc1nc(NC(N)=S)nc(NC(C)C)n1,-1.4,-2,-6,-5,-1,i,4,-6,0
CC(=O)NC12CC3CC(C1)CC(C(=O)N1CCN(S(=O)(=O)c4cccs4)CC1)(C3)C2,0.2,19,-5,-1,-6,i,2,-11,1
CCOC(=O)N1CCC(NC(=O)C2CCCCN2S(=O)(=O)c2ccc(F)cc2)CC1 (centres undefined),-0.2,-9,-5,-1,-12,i,2,2,0
CCOc1ccccc1NC(=S)NC1CC2CCC1C2 (centres undefined),.,6,1,-3,2,i,-1,3,7
Cc1ccc(Nc2nnc(SCc3nc4ccccc4c(=O)[nH]3)s2)cc1,0.2,2,1,-2,1,i,-1,7,-2
Cc1cccc(C2=NN(c3ccccc3)[C@H](CO)[C@H]2c2ccc(F)cc2)c1,-0.1,-34,24,-4,-16,.,-1,-7,-2
Cc1nc2[nH]onc2c2nccc(=O)c12,-0.4,4,-1,-4,7,i,-2,1,-4
COc1ccc2c(c1)C=C(CN1CCN(Cc3ccccc3C)C(CCO)C1)CO2 (centres undefined),-0.6,-17,3,-1,-2,i,0,6,0
COc1ccc2nc(NN=C(C)c3ccccn3)cc(C)c2c1,0.1,-1,9,-8,31,i,3,29,16
Cc1cc(O)c(NC(=S)NC(=O)c2ccc(-c3ccc(Cl)cc3)o2)cc1C,1.2,3,18,-5,4,i,-6,-6,5
Cc1cccc(-n2c(SCC(=O)N(C)C3CCS(=O)(=O)C3)nc3ccccc3c2=O)c1C (centres undefined),0.1,2,-8,-3,19,i,-3,-1,0
COCCN(C(=O)Nc1ccc(F)cc1F)c1nc2ccccc2s1,-0.8,-10,16,-8,-8,i,-1,9,1
CCNc1nc(N2CCOCC2)nc(N(c2ccccc2)c2ccccc2)n1,-1.2,8,-6,-1,-2,i,-3,6,1
